Screening results: PubChem BioAssay, National Center for Advancing Translational Sciences (NCATS)
USP2a block: qHTS Assay for Inhibitors of Ubiquitin-specific Protease USP2a Using CHOP2 as the Reporter; Ubiquitin carboxyl-terminal hydrolase 2 (Homo sapiens), O75604; hit rate 0.01% among 330,000; USP2 core, Ub-CHOP2 coupled fluorogenic reporter, 485/531; Potency, µM (doses to about 38.3 µM), for inactives: at the top dose activity change, negative = inhibition, actives largely listed as inhibitors;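 also: potency is read from the fitted curve at half-maximal effect; plate controls were DMSO wells for no effect and full inhibition by NEM control for full effect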
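Deubiquitinase activity read as fluorescence (485/531 nm) after Ub-CHOP2 cleavage activates the enterokinase reporter on its substrate; USP2 core 10nM, Ub-CHOP2 and substrate 25nM each, 30min compound preincubation then 60min RT; data normalized to NEM, curves fitted.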
PKM2 act: qHTS Assay for Activators of Human Muscle isoform 2 Pyruvate Kinase; Pyruvate kinase PKM (Homo sapiens), P14618; purified PKM2, Kinase-Glo ATP luminescence, activation; response scale: 0% is enzyme alone, no compound; Potency, µM (top dose mostly 57.5 µM), inactives show at the top dose activation, usual class: activators; hit rate 0.34% among 260,000; AID 1631, 2009; also: potency is read from the fitted curve at half-maximal effect; % is scaled to controls: 0 for no effect and ±100 for the full control effect; nearly all actives have a fitted effect of over 55% in size
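Kinase-Glo luminescence reports ATP generated from ADP (0.1 mM) and PEP (0.5 mM) by purified hPK-M2 after 1 h at room temperature, pH 7.2 imidazole buffer; intermediate enzyme activity allows detecting inhibitors and activators.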
ASM inhibitor: Inhibitors of Secretory Acid Sphingomyelinase (S-ASM): qHTS; AID 504937, 2011; placental ASM, HMU-PC fluorogenic substrate, 60 min; Potency, µM (doses to about 57.5 µM), for the others: top-dose activity change, negative = inhibition, actives largely listed as inhibitors; Sphingomyelin phosphodiesterase (Homo sapiens), P17405; hit rate 0.006% among 340,000; also: potency is read from the fitted curve at half-maximal effect
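HMU-PC0 cleavage (9 uM final) by human placental ASM, 60 min at 37 °C following 10 min compound exposure at RT; stopped at pH 10, fluorescence Ex 386/Em 447 nm.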
Menin MLL FP TR: qHTS Assay for Inhibitors Targeting the Menin-MLL Interaction in MLL Related Leukemias: Competition With Texas Red Labeled MLL-derived Mutant Peptide; Menin + Texas Red MLL mutant peptide, fluorescence polarization; Potency, µM (titrated, usually from 61.6 µM), for the others: top-dose FP activity change, negative = inhibition, usual class: inhibitors; hit rate 0.23% among 270,000; active = well fitted inhibition curve with a large enough effect in the polarisation, with a control signal flat, not every such curve was filed as active; inconclusive = small, poorly fitted or top-dose-only effect, or effect the other way, or a change in a side signal; inactive = no such curve, though single readings can be large or run the other way; the % refers to the polarisation; also: potency is read from the fitted curve at half-maximal effect; % of control where 0% means no effect; many of its hits are not listed in these tables
Target sequence (O00255 whole entry, looked up): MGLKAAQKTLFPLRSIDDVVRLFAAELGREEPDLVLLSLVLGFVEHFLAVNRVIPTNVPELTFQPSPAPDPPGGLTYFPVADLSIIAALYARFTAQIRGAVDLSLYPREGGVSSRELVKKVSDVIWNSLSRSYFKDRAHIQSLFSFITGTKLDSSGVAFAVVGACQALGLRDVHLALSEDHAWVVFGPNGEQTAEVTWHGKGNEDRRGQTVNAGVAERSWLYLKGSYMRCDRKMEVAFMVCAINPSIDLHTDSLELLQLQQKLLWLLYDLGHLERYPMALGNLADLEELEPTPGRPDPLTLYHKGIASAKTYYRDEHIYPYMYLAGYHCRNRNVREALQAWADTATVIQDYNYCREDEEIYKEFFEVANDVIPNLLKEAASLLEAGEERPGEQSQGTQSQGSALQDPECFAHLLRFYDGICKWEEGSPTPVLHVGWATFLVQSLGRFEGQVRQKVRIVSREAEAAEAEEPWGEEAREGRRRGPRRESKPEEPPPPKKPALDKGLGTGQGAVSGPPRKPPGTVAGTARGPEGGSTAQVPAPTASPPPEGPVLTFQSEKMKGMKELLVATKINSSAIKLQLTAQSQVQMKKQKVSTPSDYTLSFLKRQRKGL
MBNL1 CUG block: qHTS Assay for Inhibitors of MBNL1-poly(CUG) RNA binding | TR-FRET MBNL1-His/biotin-(CUG)12 binding, 665/545 ratio | Potency, µM (top dose mostly 57.5 µM), without a hit: top-dose activity change, negative = inhibition, usual class: inhibitors | hit rate 0.036% among 280,000 | Muscleblind-like protein 1 (Homo sapiens), Q9NR56; active = well fitted inhibition curve with a large enough effect in the signal ratio, with a control signal flat, not every such curve was filed as active; inconclusive = small, poorly fitted or top-dose-only effect, or effect the other way, or a change in a side signal; inactive = no such curve, though single readings can be large or run the other way; the % refers to the signal ratio; also: potency is read from the fitted curve at half-maximal effect; % is scaled to controls: 0 for no effect and ±100 for the full control effect
Target sequence (Q9NR56 whole entry, looked up): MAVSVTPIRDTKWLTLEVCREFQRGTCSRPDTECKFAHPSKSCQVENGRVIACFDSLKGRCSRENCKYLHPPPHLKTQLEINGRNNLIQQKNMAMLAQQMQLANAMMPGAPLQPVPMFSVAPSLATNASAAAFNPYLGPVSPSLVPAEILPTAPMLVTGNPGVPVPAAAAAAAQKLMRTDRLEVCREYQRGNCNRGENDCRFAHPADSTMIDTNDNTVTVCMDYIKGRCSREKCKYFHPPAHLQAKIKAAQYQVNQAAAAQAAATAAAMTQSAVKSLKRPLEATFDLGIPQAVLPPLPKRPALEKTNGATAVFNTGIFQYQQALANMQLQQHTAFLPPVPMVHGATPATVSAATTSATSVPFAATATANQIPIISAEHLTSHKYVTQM
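TR-FRET readout: Ex 340 nm, 665/545 nm emission ratio, normalized to buffer-only (basal) and MBNL1-(CUG)12 controls. Complex of MBNL1-His with Biotin-(CUG)12, compounds 92 nM–58 uM, incubated 60 min at room temperature.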
Eya2 phos inh: qHTS Assay for Inhibitors of the Phosphatase Activity of Eya2 | Protein phosphatase EYA2 (Homo sapiens), O00167 | AID 488837, 2010 | recombinant Eya2, OMFP fluorescence dephosphorylation (OMFP is methylfluorescein phosphate) | Potency, µM (titrated, usually from 76.9 µM), for inactives: top-dose activity, negative = inhibition, usual class: inhibitors | hit rate 0.006% among 330,000; also: potency is read from the fitted curve at half-maximal effect; % is scaled to controls: 0 for no effect and ±100 for the full control effect
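Eya2 protein (added as 0.2 uM solution) was preincubated with compound for 10 min at ambient temperature in 50 mM HEPES pH 7.5, 50 mM NaCl, 5 uM MgCl2, 0.05% BSA, 1 mM DTT. OMFP (added at 50 uM) then reacted 10 min; fluorescence read at 485/525 nm.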
TSHR antag: Antagonists of the Thyroid Stimulating Hormone Receptor: HTS campaign; Thyrotropin receptor (Homo sapiens), P16473; TSHR-expressing cells, TSH-stimulated cAMP HTRF, 2 h; active compounds read low; activity change, negative = inhibition, % at 11.5 µM; hit rate 0.2% among 330,000;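 active = activity change below a set negative limit, meaning inhibition stronger than a set level, cut at about -70% in these data; inconclusive = activity change between two set negative limits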; also: % is scaled to controls: 0 for no effect and ±100 for the full control effect
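Competitive HTRF cAMP read-out (cryptate anti-cAMP antibody, cAMP-d2; 30 min, room temperature) in freshly harvested TSHR cells. Compounds added before TSH at EC80 (4nM final), followed by 2 hours' incubation at 37 deg C.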
Chronic BCR inh: qHTS Assay to Find Inhibitors of Chronic Active B-Cell Receptor Signaling; ABC-DLBCL IkBa-CBG/CBR reporter, luminescence ratio, 4 h; Potency, µM (highest dose often 46.1 µM), without a hit: top-dose ratio change, negative = lower green/red ratio, actives largely listed as inhibitors; hit rate 0.05% among 340,000; active = well fitted inhibition curve with a large enough effect in the signal ratio, with a control signal flat, not every such curve was filed as active; inconclusive = small, poorly fitted or top-dose-only effect, or effect the other way, or a change in a side signal; the % refers to the signal ratio;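 also: potency is read from the fitted curve at half-maximal effect; plate controls were basal doxycycline-induced cells for no effect and cells given 10 µM MG132 for full effect; MG132 reads +100%, hits lower the ratio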
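Compounds up to 46 uM were incubated four hours with TMD8 cells whose green CBG68 luciferase is fused to IkappaBalpha; red CBR luminescence normalised the signal, and concentration-effect curves were fitted to fusion, red and ratio data.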
KCNH2 WT inh: qHTS for Inhibitors of KCHN2 3.1: Wildtype qHTS. Voltage-gated inwardly rectifying potassium channel KCNH2 (Homo sapiens), Q12809. U2OS, BacMam KCNH2, thallium flux FluxOr; active compounds read low. activity change, % at 1.84 µM. hit rate 0.37% among 340,000. AID 720551, 2013;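 active = maximum activity change below -70%; inconclusive = maximum activity change between -70% and -50%; inactive = maximum activity change above -50%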; also: % is scaled to controls: 0 for no effect and ±100 for the full control effect
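U2OS cells were transduced with wild-type KCNH2 virus (2.03 x 10^8 / mL) for 4 h at room temperature, then cultured overnight at 37 C. Thallium flux was read with FluxOr dye. Rate constants were normalized to DMSO controls.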
GALK inhibitor: qHTS Assay for Inhibitors of Human Galactokinase (GALK). P51570. Purified GALK, Kinase-Glo residual ATP luminescence. Potency, µM (highest dose often 57.5 µM), inactives show top-dose activity change, negative = inhibition, hits mostly inhibitors. hit rate 0.007% among 270,000; also: potency is read from the fitted curve at half-maximal effect; % is scaled to controls: 0 for no effect and ±100 for the full control effect
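Human GALK (5 nM) with 35 uM ATP and 100 uM galactose in 20 mM HEPES pH 8.0, 5 mM MgCl2, 60 mM NaCl, 1 mM DTT, 0.01% BSA. After 1 h at room temperature, leftover ATP was read by Kinase-Glo Plus luminescence.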
Mito fusion act: qHTS Assay for Small Molecule Inhibitors of Mitochondrial Division or Activators of Mitochondrial Fusion | AID 485298, 2010 | S. cerevisiae fusion-defective mutant growth rescue, CellTiterGlo 48 h | Potency, µM (highest dose often 46.1 µM), inactives show at the top dose growth rescue (activation), actives largely listed as activators | hit rate 0.23% among 320,000;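 also: potency is read from the fitted curve at half-maximal effect; % of control where 0% means no effect; nearly all actives have a fitted effect of over 45% in size; temperature-sensitive fusion mutants such as fzo1-1 at 37 °C on non-fermentable ethanol glycerol medium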
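Read-out: ATP-based luminescence (CellTiterGlo, 10 min ambient) reporting growth of fusion-defective ts yeast after 48 hours at 37C on glycerol/ethanol YPEG medium in the presence of compound.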
Starred values were filed as active, the others as inactive; i = inactive; ? = inconclusive; / = no result given; [ ] = another dose, or the depositor's remark. Unless noted, calls follow the shape of the dose curve; as a rule, active = well fitted curve in the direction sought with a large enough effect; inconclusive = small, poorly fitted or top-dose-only effect, or another doubt; inactive = no such curve, though single readings can be large; an effect the other way counts as inactive or inconclusive. These rows are one share of the data, so the mix of outcomes need not match the whole.

SMILES	USP2a block	PKM2 act	ASM inhibitor	Menin MLL FP TR	MBNL1 CUG block	Eya2 phos inh	TSHR antag	Chronic BCR inh	KCNH2 WT inh	GALK inhibitor	Mito fusion act
O=C(CSc1nnc(NC(=O)c2ccco2)s1)Nc1ccccc1F	6%	-5%	-1%	3%	-1%	2%	-5	5%	/	1%	0%
CC(C)C[C@@H](CC#N)N1CCN(Cc2ccccc2)CCC1=O	-1%	0%	6%	-30%	-1%	9%	-5	-1%	-19	/	0%
CC(C)c1ccc(/C=C/C(=O)NCc2ccc(S(N)(=O)=O)cc2)cc1	-1%	1%	-12%	?	3%	7%	-4	-18%	1	-3%	0%
CC(=O)Nc1ccc(S(=O)(=O)Nc2nc3cc4c(cc3nc2Cl)OCCO4)cc1	1%	-1%	i	/	/	5%	6	?	33	3%	-2%
CCn1c(COc2ccccc2C)nnc1SCC(=O)Nc1cc(C)on1	0%	3%	-1%	-2%	5%	-8%	5	-3%	2	5%	0%
O=C(Cn1ccc(C(F)(F)F)n1)N=Nc1c(O)[nH]c2ccc(Br)cc12	0%	-4%	?	?	?	-3%	1	?	-11	9%	-4%
CN(C)C(N)=NCCC[C@H](N)C(=O)O	/	/	-7%	-1%	/	0%	-6	/	-25	/	3%
O=C(OC(C(=O)NC1CCCC1)c1ccccc1F)c1ccco1 (stereo not drawn)	0%	-8%	1%	-7%	4%	-1%	10	-1%	-7	-1%	3%
O=C(/C=C/c1ccccc1)Nc1ccc2c(c1)C(=O)NC2=O	0%	0%	37%[activator]	27%	?	-17%	-7	/	-4	9%	-1%
CC(C)(C)c1ccc(C(=O)N2CCCN(C(=O)c3ccc(C(C)(C)C)cc3)CC2)cc1	-4%	1%	-1%	?	6%	-5%	-2	1%	11	0%	-6%
CCN(C(=O)Nc1ccccc1)c1ccccc1	-2%	2%	2%	?	8%[11.5 µM]	0%	7	4%	-8	/	-19%
O=C1C2CCCN2C(=O)N1CCN1CCN(c2ccccc2)CC1 (stereo not drawn)	2%	5%	5%	4%	/	-13%	1	-4%	-3	1%	0%
Cc1cc(NC(=O)CCCOc2ccc(Cl)cc2Cl)no1	-3%	6%	0%	4%	-5%	-9%	9	9%	-22	0%	-5%
COc1ccc2c(c1OC)C(=O)OC2Nc1ccccn1 (stereo not drawn)	2%	-7%	2%	2%	0%	4%	7	-1%	5	0%	-1%
COC(=O)c1sccc1NC(=O)c1ccc(Br)s1	1%	-9%	0%	-2%	137%[activator]	-13%	-5	?	-16	1%	1%
O=C(NC(=S)NCc1ccccc1)c1ccccc1[N+](=O)[O-]	0%	-7%	0%	?	16%	-7%	-3	6%	20	4%	-11%
CC1Cc2ccccc2N1C(=O)CCS(=O)(=O)c1ccc2c(c1)NC(=O)CS2 (stereo not drawn)	5%	/	2%	/	2%	-3%	-6	0%	11	-5%	-3%
COc1ccc(CN2CCCC(C(=O)N3CCCCC3)C2)cc1OC (stereo not drawn)	1%	/	-2%	6%	-10%	1%	-2	6%	-2	1%	-8%
Cc1[nH]c2ccccc2c1-c1csc(NC(=O)CSCC(=O)O)n1	0%	2%	14%	/	-9%	-8%	2	?	-5	-2%	-1%
O=C(Nc1ccc2ccccc2c1)c1cccc([N+](=O)[O-])c1	-1%	/	-5%	?	14%	2%	-1	?	-3	4%	-1%
Cc1cccc(C)c1OCC(=O)Nc1nnc(C2CCCO2)s1 (stereo not drawn)	1%	-3%	2%	9%	2%	7%	0	2%	-2	1%	6%
O=C(Nc1ccccn1)c1cccnc1	0%	-3%	6%	17%	0%	10%	-3	-1%	-5	2%	-1%
Cc1c(N(C)C(=O)C23CC4CC(CC(C4)C2)C3)c(=O)n(-c2ccccc2)n1C	0%	2%	2%	-11%	0%	7%	?	-2%	-3	1%	-2%
COc1ccc(C(=O)CSc2nnc3n2CCCN3C(=O)Nc2ccccc2)cc1	1%	10%	-3%	/	-4%	11%	-9	-2%	5	-2%	-5%
COC(C(=O)Nc1ccc(C(N)=O)cc1)c1ccccc1 (stereo not drawn)	1%	-25%	2%	1%	7%	-8%	4	0%	-9	1%	0%
COC(=O)c1ccc(C(=O)OC)c(NC(=O)CN2CCN(c3ccccc3)CC2)c1	3%	-2%	0%	?	?	-26%	0	13%	11	-1%	1%
Cc1onc(C(=O)NC2CCCCC2)c1[N+](=O)[O-]	4%	/	3%	/	17%	3%	0	-10%	-6	-3%	0%
COc1ccc(NC(=O)c2sc3ncnc(N4CCN(c5ccccn5)CC4)c3c2C)cc1Cl	-4%	/	-11%	/	9%	12%	-21	0%	-118*	-3%	-27%
Cc1nc2ccc(NC(=S)NCCCO)cc2nc1C	1%	-2%	57%[activator]	-10%	?	-13%	1	?	1	6%	3%
COc1cc(CNc2ccc3[nH]c(=O)[nH]c3c2)ccc1OCc1ccccc1F	2%	0%	-4%	-1%	-3%	-14%	41	-12%	-9	-2%	1%
O=C(CN(Cc1ccco1)C(=O)c1ccc(Cl)cc1)Nc1ccc(Cl)c(Cl)c1	3%	4%	1%	?	-10%	0%	-19	?	-3	0%	-2%
O=C(O)/C(=C/c1ccco1)NC(=O)c1ccccc1	3%	1%	1%	-2%	-15%	1%	3	4%	-7	1%	-6%
CC1=NN(c2nc(-c3ccc(Cl)cc3)cs2)C(=O)C1	-26%	-2%	-23%	?	8%	-5%	17	?	-15	4%	-5%
O=[N+]([O-])c1c(NCc2ccco2)ccc2nonc12	-1%	-1%	-6%	/	?	3%	12	4%	7	3%	-2%
Cc1cc(C)nc(Sc2ncnc3sc4c(c23)CCC4)n1	5%	2%	15%	15%	-17%	-3%	3	1%	-1	-2%	-1%
O=C(Nc1ccccc1Cl)N1CCN(c2ccc3nncn3n2)CC1	1%	-10%	-1%	-3%	-6%	11%	-12	9%	-3	2%	0%
O=C(O)CCCCCCCCc1cn(Cc2ccc(C(=O)c3ccccc3)cc2)nn1	1%	-2%	-2%	-11%	-10%	8%	-13	?	-8	/	-2%
O=c1c(-c2ccccc2)c(O)nc(SCCN2CCOCC2)n1-c1ccccc1	3%	0%	4%	0%	-14%[11.5 µM]	3%	-2	2%	9	/	-3%
CCOC(=O)c1sc(NC(=O)CCc2ccccc2)nc1C	1%	-2%[11.5 µM]	6%	4%	8%	1%	-2	?	0	9%	1%
O=[N+]([O-])c1cccnc1N1CCC(c2cc(-c3ccc(Cl)cc3Cl)n[nH]2)CC1	-1%	2%	-12%	/	-1%	-2%	-20	10%	-6	1%	18%
COC(=O)c1sc(NC(=O)COc2ccccc2C)nc1C	1%	-3%	-3%	?	/	-6%	-7	?	-4	7%	3%
N#Cc1c2n(c(=O)[nH]c1=O)CCCCC2	1%	0%	4%	-21%	12%	-3%	21	0%	-1	-3%	-2%
Cc1ccn2cc(-c3cccc(S(=O)(=O)N4CC(C)OC(C)C4)c3)nc2c1 (stereo not drawn)	0%	-4%	5%	-15%	3%	-8%	2	0%	-6	1%	-9%
Cc1cc(N2CCN(C(=O)Nc3ccccc3C#N)CC2)c2ccccc2n1	0%	-2%	10%	-15%	-1%	-10%	-3	-19%	3	-6%	-3%
O=S(=O)(c1cccc(C(F)(F)F)c1)N1CCN(c2nnnn2-c2ccccc2)CC1	-2%	-4%	-7%	2%	-11%	12%	-1	3%	0	2%	0%
O=C(Nc1cccc(Cl)c1Cl)C1CC(=O)N(c2ccc(Br)cc2)C1 (stereo not drawn)	1%	-8%	0%	11%	0%	-29%	-18	?	-6	-2%	0%
